# S1P3 agonist: human S1P3 receptor agonists, primary screen, cell-based, primary and confirmation, NFAT-BLA reporter | S1P3 NFAT-BLA reporter cells, agonism, FRET ratio; relative to 1 µM S1P, basal subtracted | activation, % at 4.5 µM | hit rate 0.1% among 60,000 | AID 373, 2006;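 active means activation above the screen-wide mean plus 3 SD, cut at about 4.5% in these data, passing the limit was not always enough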; further: some compounds called inactive have numbers as strong as hits
#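 Measure – % activation relative to 1 µM S1P (100%), per plate · System – stable CHO line with human S1P3, Gα16, NFAT-BLA reporter · Timing – cells plated overnight, compound 4 h 37 °C, substrate 2 h RT · Technique – fluorescent BLA substrate, ex 405 nm, em 460/535 nm ratio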
# 5-HT1A blocker: human 5-HT1a receptor antagonists, primary screen, cell-based, CHO, Ga15 NFAT-bla reporter | hit rate 0.68% among 62,000 | 5-hydroxytryptamine receptor 1A (Homo sapiens), P08908 | inhibition, % at 10 µM | CHO 5-HT1a Ga15 NFAT-bla reporter, antagonist mode | AID 612, 2007;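 active means inhibition above the mean of all tested compounds plus 3 SD, cut at about 43% in these data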;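 further: receptor stimulated by 5-CT agonist at 100 nM near EC80; beta-lactamase reporter measured by ratiometric fluorescence of a cleavable substrate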
# Target sequence (P08908 whole entry, looked up): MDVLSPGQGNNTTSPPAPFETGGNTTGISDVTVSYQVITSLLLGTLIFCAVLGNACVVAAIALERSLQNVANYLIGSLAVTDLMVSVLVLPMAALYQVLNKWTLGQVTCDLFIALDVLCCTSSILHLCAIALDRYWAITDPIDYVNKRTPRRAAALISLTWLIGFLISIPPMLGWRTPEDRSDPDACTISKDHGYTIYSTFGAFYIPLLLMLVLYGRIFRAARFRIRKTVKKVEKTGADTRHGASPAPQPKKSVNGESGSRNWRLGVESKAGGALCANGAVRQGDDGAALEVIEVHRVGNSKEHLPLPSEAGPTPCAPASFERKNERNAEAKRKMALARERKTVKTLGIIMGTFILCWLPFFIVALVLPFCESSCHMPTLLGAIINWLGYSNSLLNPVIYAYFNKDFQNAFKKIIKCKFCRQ
# 5HT1E antag: 5-HT1E receptor antagonists, primary screen, cell-based, HTS | hit rate 0.99% among 65,000 | CHO 5-HT1E Ga15 NFAT-bla reporter, FRET, antagonist | inhibition, % at 6 µM;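 active means inhibition above a set limit, the mean inhibition across every tested compound plus 3 SD, cut at about 29% in these data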;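 further: signal is the 460 over 535 nm emission ratio of beta-lactamase substrate; 0% = agonist plus DMSO wells and 100% = wells without agonist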
# Target sequence (P28566 whole entry, looked up): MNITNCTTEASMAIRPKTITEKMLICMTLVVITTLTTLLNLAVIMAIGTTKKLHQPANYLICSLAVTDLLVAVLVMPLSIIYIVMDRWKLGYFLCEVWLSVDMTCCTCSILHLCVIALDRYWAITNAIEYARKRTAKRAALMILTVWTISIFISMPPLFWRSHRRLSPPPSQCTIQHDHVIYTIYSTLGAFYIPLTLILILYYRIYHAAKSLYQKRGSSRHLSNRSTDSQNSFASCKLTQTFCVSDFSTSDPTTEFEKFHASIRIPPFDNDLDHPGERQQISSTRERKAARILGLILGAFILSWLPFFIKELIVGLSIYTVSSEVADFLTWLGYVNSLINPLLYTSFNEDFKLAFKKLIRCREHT
# HEK293 NFkB inh: inhibitors of PMA/ionomycin-induced NF-kB reporter, primary screen, antigen receptor NF-kB inhibitor project, cell-based, HEK-293 luciferase reporter, luminescence | HEK-293 NF-kB luciferase reporter | inhibition, % at 3 µM | hit rate 0.21% among 62,000 | AID 465, 2006;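 active means inhibition above the mean of all tested compounds plus 3 SD, cut at about 40% in these data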;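 further: 0% = stimulated DMSO wells and 100% = 10 µM reference inhibitor 5653914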
#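 Material: HEK-293 cells with stable firefly luciferase reporter driven by four HIV NF-kB elements / Also added: PMA plus ionomycin mix as NF-kB-activating stimulus / Compound dosing: 3 µM once, 0.30% DMSO / Times: 1 h pretreatment, 16 h stimulation, 37 °C / Signal: luminescence / Evaluation: per-plate % inhibition versus controls / Benchmarks: DMSO and 10 µM reference inhibitor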
# S1P1 ag pot: S1P1 agonists and agonism potentiators, primary screen, cell-based, primary and confirmation screens, CRE-bla reporter; Sphingosine 1-phosphate receptor 1 (Homo sapiens), P21453; S1P1 CRE-bla cells, forskolin, beta-lactamase FRET, potentiator mode; S1P1 agonist co-added at EC20, 2 nM; 100% = saturating reference agonist, 0% = basal; activation, % at 9.5 µM; hit rate 0.57% among 56,000; AID 449, 2006;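 active means activation above a cutoff set at the mean activation of all tested compounds plus 3 SD, cut at about 54% in these data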;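 further: forskolin at 4 µM as EC80 and the EC20 agonist is SEW2871; 100% = SEW2871 at its EC100 plus forskolin at EC80; some compounds past the cut are filed as inactive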
# HTR1A agonist: human 5-HT1a receptor agonists, primary screen, cell-based, CHO, Ga15 NFAT-bla reporter; CHO 5-HT1a Ga15 NFAT-bla reporter, FRET ratio; 0% basal, 100% maximal reference agonist; activation, % at 10 µM; hit rate 0.56% among 65,000;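 active means activation above the screen-wide mean activation plus 3 SD, cut at about 19% in these data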;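 further: 0% = DMSO wells and 100% = 5-CT at EC100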
# HTR1E agonist: 5-HT1E receptor agonists, primary screen, cell-based, HTS | hit rate 0.69% among 65,000 | activation, % at 6 µM | 5-hydroxytryptamine receptor 1E (Homo sapiens), P28566 | AID 574, 2007 | CHO 5-HT1E Ga15 NFAT-bla reporter, FRET; 0% DMSO wells, 100% control agonist wells;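 active means activation above a set limit, the screen-wide mean activation plus 3 SD, cut at about 8.5% in these data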;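 further: 100% = positive control agonist at 1 µM giving full maximal response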
# Jurkat tox 60K: cytotoxicity toward Jurkat T cells, primary screen, cytotoxicity control, cell-based, Jurkat E6.1, 60K MLSMR library. inhibition, % at 4 µM. hit rate 1.2% among 56,000. AID 463, 2006. Jurkat E6.1 viability, ATP luminescence, 48 h;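 active means inhibition above the mean inhibition of all tested compounds plus 3 SD, cut at about 28% in these data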
# D1 allo mod: D1 CRE-luciferase signal change, two-sided – cell-based, HEK293 D1, dopamine EC30, D1 allosteric modulator project, primary screen. B-score at 10 µM. AID 641, 2007. hit rate 5.9% among 58,000. dopamine EC30 potentiation; actives deviate in either direction. D(1A) dopamine receptor (Homo sapiens), P21728;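 active means luminescence count or its row- and column-corrected plate score outside the 99.7% band of the plate's sample wells, on either side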
# * hit, by the source's call; . = no result given.
# Sequence of screens: D1 allo mod, HTR1E agonist, 5HT1E antag, S1P1 ag pot, HTR1A agonist, Jurkat tox 60K, 5-HT1A blocker, S1P3 agonist, HEK293 NFkB inh
> O=C(NCc1ccco1)c1cccc(S(=O)(=O)N2CCCCC2)c1
    ., 0.4, 3, 6, -3.0, 2, 3, -0.7, 1
> CCCCC(=O)Nc1ncc2c(n1)CC(C)(C)CC2=O
    3*, 0.1, 2, ., 0.5, 6, -8, -1.2, -5
> CC(C)N(O)C(=O)NC(C)(C)C
    -0.46, -0.1, 3, -3, -4.5, 5, 8, -0.9, -9
> O=C1C2CC=C(Cl)CC2C(=O)N1CN(Cc1ccco1)CN1C(=O)C2CC=C(Cl)CC2C1=O (stereo not drawn)
    0.09, -0.3, -5, -32, -1.5, -1, -8, -0.6, -3
> O=C(Nc1ccc(S(=O)(=O)NCCc2ccccc2)cc1)c1ccc(Br)o1
    -1.1, -0.2, 1, ., -0.7, 2, -5, -0.3, 9
> CC(C)C(=O)Nc1cccc(NC(=O)c2cc3ccccc3o2)c1
    -1.5, -0.4, 9, ., -1.3, 2, 10, -0.3, -10
> CCOc1ccc(NC(=O)CSc2nnc(-c3ccccc3Cl)n2Cc2ccco2)cc1
    -0.08, -0.2, 3, -1, 0.2, 0, 24, -1.5, 13
> Oc1cccc2ccc(Nc3ccccn3)nc12
    -4.1*, 0.3, 18, -12, -1.3, 72*, 42, -2.3, 6
> CCN(CC)S(=O)(=O)c1cccc2cc(C(=O)O)c(O)cc12
    0.0093, -0.3, 5, 1, 0.3, 9, -6, -0.4, 11
> CC1=CC(C)(C)N=C(NC#N)N1
    3.8*, 0.6, -7, -6, -4.6, 0, 7, -1.2, -7
> COc1ccccc1-n1c(SCC(=O)NC2CCCC2)nc2cccnc21
    -0.31, -0.1, 3, -15, -1.9, -2, 0, 0.1, 19
> COC(=O)c1c(NC(=O)c2ccc(Br)o2)sc(C)c1C
    ., -0.3, -2, 3, -1.8, 3, -2, -1.0, 17
> N#CC1=C2SCN(Cc3ccccc3)CN2C(=O)CC1c1ccccc1F (stereo not drawn)
    0.0073, -0.5, -1, -7, 0.9, -5, 16, 0.5, 3
> CN(C)CCN1C(=O)C(=O)/C(=C(/O)c2ccc(OCc3ccccc3)cc2)C1c1ccncc1 (stereo not drawn)
    1.9, 0.1, 7, -2, -3.5, 7, 6, -0.7, 9
> COc1cccc(C(=O)Oc2cc(N)n(S(=O)(=O)c3ccc(C)cc3)n2)c1OC
    -0.4, -0.3, -4, -30, -2.8, -14, -2, 0.0, 16
> C=CCn1c(SCC(=O)O)nnc1-c1ccc(C(C)(C)C)cc1
    -0.85, -0.1, 4, 1, -2.9, 5, 4, -0.9, 6
> Cn1c(=O)c2c(nc(SCC(=O)Nc3ccccc3N3CCCCC3)n2C)n(C)c1=O
    -0.21, -0.2, 4, -43, 1.9, -7, -8, -0.3, 5
> COc1ccc(N2CCN(c3nc4c(c(=O)[nH]c(=O)n4C)n3CCCc3ccccc3)CC2)cc1
    0.18, 0.2, -4, 5, -2.1, ., ., -2.7, .
> COc1ccccc1NS(=O)(=O)c1ccc(O)c(C(N)=O)c1
    -0.014, -0.2, 0, 4, -0.9, 0, -11, -0.5, 4
> CCOC(=O)c1ccccc1NC(=O)Cn1cnc2c(cnn2C(C)(C)C)c1=O
    -0.31, 0.1, -6, -8, -0.9, -6, -2, -0.7, 8

# Single records, as listed above. Order of screens: D1 allo mod | HTR1E agonist | 5HT1E antag | S1P1 ag pot | HTR1A agonist | Jurkat tox 60K | 5-HT1A blocker | S1P3 agonist | HEK293 NFkB inh
# COc1ccccc1NS(=O)(=O)c1ccc(O)c(C(N)=O)c1 in the list: -0.014 | -0.2 | 0 | 4 | -0.9 | 0 | -11 | -0.5 | 4
# CC1=CC(C)(C)N=C(NC#N)N1 in the list: 3.8* | 0.6 | -7 | -6 | -4.6 | 0 | 7 | -1.2 | -7

# Continued:
# Sequence of screens: D1 allo mod, HTR1E agonist, 5HT1E antag, S1P1 ag pot, HTR1A agonist, Jurkat tox 60K, 5-HT1A blocker, S1P3 agonist, HEK293 NFkB inh
> O=C(NCCC1=CCCCC1)C1CCCN(S(=O)(=O)c2ccc(F)cc2)C1 (stereo not drawn)
    -0.84, 1.1, 7, 4, -1.7, 3, -5, -0.3, 6
> Cc1cc(C)nc(SCc2nnc(SCC(=O)Nc3ncc(C)s3)n2Cc2ccco2)n1
    1.5, 0.8, 2, 10, 1.5, 9, 1, 0.0, 8
> CCOC(=O)c1c(C)[nH]c(C(=O)COC(=O)c2ccc(N3CCCC3=O)cc2)c1C
    0.96, -1.2, -11, 1, -3.0, 4, -5, 0.7, 5
> Cc1nc(CNS(=O)(=O)c2ccc3ccccc3c2)cs1
    0.002, 0.1, 4, -4, 1.0, 6, -13, -0.7, 15
> O=C(CN(CC(=O)N1CCOCC1)S(=O)(=O)c1ccc(Br)s1)N1CCOCC1
    ., -0.5, 10, ., -2.3, ., -9, ., 1

# 3 entries from above, ordered by their value in S1P3 agonist, lowest first.
compound,S1P3 agonist
Cc1nc(CNS(=O)(=O)c2ccc3ccccc3c2)cs1,-0.7
Cc1cc(C)nc(SCc2nnc(SCC(=O)Nc3ncc(C)s3)n2Cc2ccco2)n1,0.0
CCOC(=O)c1c(C)[nH]c(C(=O)COC(=O)c2ccc(N3CCCC3=O)cc2)c1C,0.7

# Part of the list above, tab-delimited.
SMILES	D1 allo mod	HTR1E agonist	5HT1E antag	S1P1 ag pot	HTR1A agonist	Jurkat tox 60K	5-HT1A blocker	S1P3 agonist	HEK293 NFkB inh
CCCCC(=O)Nc1ncc2c(n1)CC(C)(C)CC2=O	3*	0.1	2	.	0.5	6	-8	-1.2	-5
CC(C)N(O)C(=O)NC(C)(C)C	-0.46	-0.1	3	-3	-4.5	5	8	-0.9	-9
O=C1C2CC=C(Cl)CC2C(=O)N1CN(Cc1ccco1)CN1C(=O)C2CC=C(Cl)CC2C1=O (stereo not drawn)	0.09	-0.3	-5	-32	-1.5	-1	-8	-0.6	-3
O=C(Nc1ccc(S(=O)(=O)NCCc2ccccc2)cc1)c1ccc(Br)o1	-1.1	-0.2	1	.	-0.7	2	-5	-0.3	9

# Assay outcomes (PubChem)
